Tau fil binding: tau filament binding | Potency, µM (series often up to 57.1 µM), for the others: at the top dose activity change, negative = inhibition | recombinant tau filaments, thioflavin S fluorescence, 15 h; filaments grown with octadecylsulfate alongside compound | hit rate 2% among 71,000 | AID 596 | P10636;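 further: potency means the concentration at half of the fitted maximal effect; on the % scale 0 is the no-effect control and ±100 the full control effect; actives lower thioflavin S fluorescence by blocking filaments or displacing dye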
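Read-out: ThS fluorescence, 450 nm excitation/510 nm emission; lower signal marks blocked filament formation or displaced dye. Tau at 1 uM with 30 uM ODS, 10 uM ThS, 5 mM DTT, 100 mM NaCl, 10 mM HEPES pH 7.4; 15 h, 37 C.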
HADH2 inh: HADH2 (human) dehydrogenase inhibition. Q99714. recombinant HADH2, NADH fluorescence, beta-hydroxybutyryl-CoA. Potency, µM (series often up to 57.1 µM), inactives show top-dose activity change, negative = inhibition, usual class: inhibitors. hit rate 3.4% among 73,000; further: potency means the concentration at half of the fitted maximal effect; on the % scale 0 is the no-effect control and ±100 the full control effect; nearly all actives have a fitted effect of over 60% in size; many of its hits are not listed in these tables
Target sequence (Q99714 whole entry, looked up, one chain of several): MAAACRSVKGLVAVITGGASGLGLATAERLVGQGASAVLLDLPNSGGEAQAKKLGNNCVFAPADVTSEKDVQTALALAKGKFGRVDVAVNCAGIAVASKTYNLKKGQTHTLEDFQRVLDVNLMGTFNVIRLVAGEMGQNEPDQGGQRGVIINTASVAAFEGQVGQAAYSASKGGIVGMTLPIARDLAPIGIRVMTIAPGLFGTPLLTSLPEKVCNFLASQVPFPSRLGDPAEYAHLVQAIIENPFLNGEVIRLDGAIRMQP
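Read-out: 360 nm excitation, 450 nm emission, kinetic over 4 min. Conditions: His-tagged human HADH2 20 nM, pH 9.0 Tris with Tween-20, 1 mM NAD+, 90 uM beta-hydroxybutyryl-CoA.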
ERK AVP inh: blocks ERK signaling stimulated by vasopressin | HEK293-V1b, vasopressin-stimulated pERK AlphaScreen | Potency, µM (series often up to 57.5 µM), for the others: at the highest dose activity, negative = inhibition, hits mostly inhibitors | hit rate 0.99% among 72,000; further: potency means the concentration at half of the fitted maximal effect; on the % scale 0 is the no-effect control and ±100 the full control effect; nearly all actives have a fitted effect of over 55% in size
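Phosphorylated ERK1/2 detected via AlphaScreen bead proximity in lysates of V1b-expressing HEK293 cells given 25 nM vasopressin for 5 min after 30 min compound exposure (37 °C). AC50 from Hill equation; basal DMSO 0%, vasopressin 100%.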
GFP derepression: epigenetic modulators derepressing GFP locus in mouse cells. mouse C127i GFP locus derepression, cytometry, 30 h. Potency, µM (series often up to 46.1 µM), without a hit: top-dose GFP derepression (activation). hit rate 0.09% among 68,000. AID 597; further: % of control where 0% means no effect
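Read-out is the number of GFP-positive cells, scored as fluorescent objects 20 to 120 um wide, reflecting derepression of a silenced CMV-GFP reporter in murine C127i cells after 30 h compound exposure at 37 C.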
CRE-bla Fsk: alters forskolin-stimulated CRE reporter signaling in CHO cells; Potency, µM (series often up to 38.2 µM), without a hit: top-dose activity change, negative = inhibition, usual class: activators; AID 662; hit rate 2.5% among 71,000; CHO CRE-bla reporter (cAMP response element driving beta-lactamase), forskolin EC10, beta-lactamase ratio; active means well fitted activation curve with a large enough effect in the signal ratio, with a control signal flat, not every such curve was filed as active; inconclusive means small, poorly fitted or top-dose-only effect, or effect the other way, or a change in a side signal; the % refers to the signal ratio; further: potency means the concentration at half of the fitted maximal effect; % of control where 0% means no effect
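Modulation of forskolin-driven signalling is measured in CHO cells carrying a CRE-controlled beta-lactamase reporter. Cells are stimulated with EC10 NKH 477 in the presence of titrated compound for 3 h at 37 °C, then loaded with CCF4 for 2 h at room temperature.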
DNA Pol III inh: DNA polymerase III holoenzyme inhibition | Potency, µM (doses to about 57.1 µM), for the others: at the top dose activity change, negative = inhibition | hit rate 0.25% among 71,000 | reconstituted DNA polymerase III holoenzyme replication, biochemical; further: potency means the concentration at half of the fitted maximal effect; on the % scale 0 is the no-effect control and ±100 the full control effect
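Reconstituted *E. coli* holoenzyme (0.35 nM Pol III, 1 nM beta, 154 nM SSB, 2 nM primase) was preincubated with compound for 15 min at RT. Synthesis on 1.4 nM ssM13Gori ran 35 min, then was stopped with PicoGreen/EDTA and read as dsDNA fluorescence.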
Ub-GFP proteasome: inhibits proteasome, raising ubiquitin-GFP reporter fluorescence. AID 526. 67,000 tested, under 10 active. Potency, µM (titrated, usually from 45.9 µM), without a hit: at the top dose activation (GFP accumulation), most hits filed as activators. Ubiquitin-GFP reporter cells, proteasome inhibition, GFP fluorescence; response scale: untreated = 0%, 10 µM MG-132 = 100%; active means well fitted activation curve with a large enough effect, not every such curve was filed as active; inconclusive means small, poorly fitted or top-dose-only effect, or another doubt; inactive means no such curve, though single readings can be large or run the other way; further: potency means the concentration at half of the fitted maximal effect
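GFP accumulation read-out: laser plate cytometry counting ubiquitin(G76V)-GFP-expressing U2OS cells after 4 hr compound exposure at 37 °C. Titrations spanned 46 uM to 2.9 nM; 0% = basal, 100% = 10 uM MG-132; concentration-response curves fitted.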
15-hLO inh: inhibitors of human 15-lipoxygenase (ALOX15) | hit rate 1.4% among 74,000 | Potency, µM (series often up to 57.1 µM), for inactives: at the top dose activity change, negative = inhibition, hits mostly inhibitors | P16050 | AID 887 | purified 15hLO-1, xylenol orange hydroperoxide absorbance; further: potency means the concentration at half of the fitted maximal effect; on the % scale 0 is the no-effect control and ±100 the full control effect; nearly all actives have a fitted effect of over 55% in size
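Hydroperoxide formed from arachidonic acid (50 uM) by purified human 15hLO-1 (40 nM) oxidizes ferrous iron, and the ferric-xylenol orange complex is read at 573 versus 405 nm. Compounds were preincubated 15 min; reaction ran 6 min at room temperature.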
Luciferase inh: inhibitors of firefly luciferase. P08659. hit rate 2.2% among 72,000. Potency, µM (top dose mostly 57.1 µM), for inactives: at the top dose activity change, negative = inhibition, usual class: inhibitors. AID 411. purified firefly luciferase, luminescence, 8 min; further: potency means the concentration at half of the fitted maximal effect; on the % scale 0 is the no-effect control and ±100 the full control effect; nearly all actives have a fitted effect of over 40% in size
Target sequence (P08659 whole entry, looked up): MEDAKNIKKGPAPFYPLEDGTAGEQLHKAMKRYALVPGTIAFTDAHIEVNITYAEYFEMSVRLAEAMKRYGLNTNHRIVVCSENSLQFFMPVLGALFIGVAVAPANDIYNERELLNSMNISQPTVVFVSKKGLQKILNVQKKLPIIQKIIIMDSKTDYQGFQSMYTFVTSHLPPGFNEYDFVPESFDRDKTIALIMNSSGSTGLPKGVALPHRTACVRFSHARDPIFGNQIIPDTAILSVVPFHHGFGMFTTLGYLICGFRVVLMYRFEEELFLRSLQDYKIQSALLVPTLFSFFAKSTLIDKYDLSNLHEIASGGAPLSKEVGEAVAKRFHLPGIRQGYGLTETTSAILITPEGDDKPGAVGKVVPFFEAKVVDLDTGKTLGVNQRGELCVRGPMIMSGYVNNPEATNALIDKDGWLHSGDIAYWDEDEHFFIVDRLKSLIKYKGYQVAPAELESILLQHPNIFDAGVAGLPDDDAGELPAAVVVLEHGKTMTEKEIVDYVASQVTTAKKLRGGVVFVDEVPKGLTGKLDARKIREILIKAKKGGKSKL
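Inhibition of light generation by firefly luciferase from ATP and luciferin was profiled with concentration-response curves per sample, ATP held at 10 uM within the enzyme's linear range. Plates were read by luminescence after an 8-minute ambient incubation.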
HBB splice mod: hemoglobin beta splicing modulation; HBB splicing reporter cell assay, activation; EGFP reporter with mutant IVS2-654 intron; response scale: normalised to 500 nM splice-correcting PNA; Potency, µM (highest dose often 46.1 µM), for the others: at the top dose activation, hits mostly activators; hit rate 0.06% among 65,000; AID 925; further: potency means the concentration at half of the fitted maximal effect; 0% is about no effect
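Compounds were applied for 2 days to HeLa EGFP-654 cells, 500/well in Optimem with 2% FCS. The reporter's EGFP is disrupted by mis-splicing of beta-globin intron IVS2-654. Readout: summed well GFP fluorescence from 488 nm laser scanning; reference was 500 nM antisense […] 654 PNA.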
Hsp90 Hop PPI: changes Hsp90-Hop TPR2A binding signal, up or down; AlphaScreen TPR2A-His6 binding biotin-Hsp90 C-terminal peptide; Potency, µM (titrated, usually from 57 µM), for inactives: at the highest dose activity change, negative = inhibition; hit rate 0.44% among 71,000; AID 595; active means well fitted curve in either direction with a large enough effect; inconclusive means small, poorly fitted or top-dose-only effect, or another doubt; further: potency means the concentration at half of the fitted maximal effect; on the % scale 0 is the no-effect control and ±100 the full control effect; many of its hits are not listed in these tables
* marks the source's active call; other numbers are inactive results; u = inconclusive; x = not tested or not shown; [ ] = dose if it differs, or a comment. Unless noted, the call rests on the fitted dose curve; in most records, active means well fitted curve in the direction sought with a large enough effect; inconclusive means small, poorly fitted or top-dose-only effect, or another doubt; inactive means no such curve, though single readings can be large; an effect the other way counts as inactive or inconclusive.

Molecule	HBB splice mod	Tau fil binding	Luciferase inh	Hsp90 Hop PPI	CRE-bla Fsk	GFP derepression	Ub-GFP proteasome	ERK AVP inh	15-hLO inh	DNA Pol III inh	HADH2 inh
C=CC(C)(O)CCCC(C)CCCC(C)CCCC(C)C (centres undefined)	0.5%	-20%	x	16%	17%	x	x	9%	10µM*	-11%	-3%
CCCCCCn1c(CN2CCN(CCO)CC2)nc2c1c(=O)n(C)c(=O)n2C	-2.0%	-10%	-6%	-7%	u	x	-2%	x	3%	4%	99%[activator]
COC(=O)c1cccc(NC(=O)CN2CCC(NC(=O)c3cc(OC)c(OC)c(OC)c3)CC2)c1	x	-8%	2%	-1%	u	1%	3%	-28%	-1%	-1%	-5%
O=C(Cn1nc(C(F)(F)F)c2c1CCCC2)NC1CCCC1	-0.2%	-16%	1%	u	-2%	-1%	-1%	11%	-8%	-5%	24%
Cc1ccc(CS(=O)(=O)CCC(=O)NCCCN2CCCC2)cc1	-5.3%	-9%	-1%	2%	-4%	3%	-6%	10%	-12%	-4%	1%
O=C(Nc1cccc(Cl)c1)Nc1nccs1	0.0%[57.5 µM]	16%	-30%	2%	-23%	-2%	-3%	13%	-4%	4%	10%
CCN1C(=O)[C@H]2[C@H]3[C@H](O)[C@H](O)C/C(=N/OCC(C)C)[C@@H]3CC[C@@H]2C1=O	-0.7%[9.22 µM]	x	-2%[11.4 µM]	x	x	x	x	7%[11.5 µM]	-1%[11.4 µM]	x	-15%[11.4 µM]
CNCCc1ccccn1	-1.6%[20.6 µM]	6%[25.6 µM]	-1%[25.5 µM]	1%[26 µM]	-3%[17.1 µM]	3%[20.6 µM]	15%[20.5 µM]	-3%	u	-2%[25.6 µM]	-17%
C=CCN1CC(c2nc3ccccc3n2Cc2ccccc2)CC1=O (centres undefined)	2.1%[57.5 µM]	-2%	0%	0%	2%	2%	-1%	5%	0%	-7%	u
CN(C)CCCN1C(=O)C(=O)/C(=C(/O)c2ccncc2)C1c1cccc(Br)c1 (centres undefined)	0.2%[57.5 µM]	-1%	1%	-4%	-4%	6%	-2%	-1%	-2%	-6%	-7%
O=C(Cn1cccc1C(=O)c1ccccc1)NCc1cccs1	-0.8%	2%	0%	0%	-9%	0%	6%	11%	-4%	3%	-3%
COc1ccc(NC(=O)c2oc3ccccc3c2C)c(OC)c1	-0.5%[9.22 µM]	241%	-25%	3%	7%	-2%	1%	13%	4%	-1%	4%
CCOc1ccccc1NC(=O)CSc1nnc(Cc2cccn2C)n1-c1ccc(F)cc1	-0.2%	22%	2%	-7%[2.3 µM]	14%	x	11%	1%	-23%	-2%	-11%
CCC(C)C1C(C#N)=C(N)OC2=C1C(=O)CC(C)(C)C2 (centres undefined)	-1.3%	-7%	2%	7%	u	x	11%	x	-5%	-7%	-5%
CC(C)CN=C(N)N=C(N)N	1.3%[9.22 µM]	4%[11.4 µM]	2%[11.4 µM]	-2%[11 µM]	-3%[7.6 µM]	2%[9.22 µM]	-1%[9.17 µM]	7%[11.5 µM]	4%[11.4 µM]	1%[11.4 µM]	17%[11.4 µM]
CC(C)(C)CNCCO	0.2%[9.22 µM]	-1%[11.4 µM]	4%[11.4 µM]	-2%[11 µM]	11%[7.6 µM]	-2%[9.22 µM]	4%[9.17 µM]	-2%[11.5 µM]	1%[11.4 µM]	-10%[11.4 µM]	-6%[11.4 µM]
COc1ccccc1Nc1nc(C2(C)CCC(=O)O2)cs1 (centres undefined)	-0.5%[57.5 µM]	-1%	-17%	-4%	5%	-2%	-6%	u	16%	-8%	4%
CCC(Sc1nc2cc(OC)c(OC)cc2c2nc(C)nn12)C(=O)NCc1ccco1 (centres undefined)	0.4%	-2%	-1%	-3%	u	-2%	-7%	-1%	8%	-5%	-24%
COc1cccc(C2=NOC(C(=O)Nc3cc(C)nn3-c3ccccc3)C2)c1OC (centres undefined)	0.4%	u	3%	-9%[2.3 µM]	u	x	-15%	1%	-4%	-5%	u
C=CCn1c(=O)c2ccccc2n2c(SCC(=O)c3ccccc3)nnc12	-0.4%[57.5 µM]	-17%	0%	-3%	5%	7%	-1%	-7%	-6%	-4%	u
CCCC(c1nnnn1Cc1ccc(OC)cc1)N1CCN(c2ccccc2)CC1 (centres undefined)	0.2%[57.5 µM]	-12%	-3%	3%	-4%	1%	0%	-2%	1%	6%	9%
CC(C)(C)Cn1nc(-c2ccc(Cl)cc2)c2c(N)ncnc21	x	-23%	-1%	0%	u	1%	5%	16µM*	8%[25.6 µM]	-3%	-1%
CCOC(=O)CSc1cccc2cccnc12	8.4%	-7%	-1%	16µM*	u	u	-5%	-8%	-21%	-5%	13µM*
COc1ccc(NS(=O)(=O)c2cc(C(=O)O)ccc2C)cc1	0.1%	13%	-34%	-3%	u	0%	-3%	2%	1%	-4%	7%
CN(C)c1ccc(-c2cncnc2N(C)Cc2ccco2)cc1	0.4%	-20%	0%[2.29 µM]	-19%	1%	3%[9.22 µM]	0%	u	u	0%	-21%
Cc1cc(=O)[nH]c(SC/C=C/c2ccccc2)n1	0.6%	-5%	-1%	-3%	-1%	3%	3%	-1%	2%	1%	-2%
Cc1ocnc1C(=O)Nc1ccc(Cl)cc1	3.1%	-17%	-16%	-5%	-19%	0%	0%	-4%	-2%	-3%	5%
N#Cc1c(/N=C/c2ccco2)sc2c1CCCCC2	-1.3%[57.5 µM]	16µM*	0.79µM*	-27%	16%	0%	-4%	u	-24%	-6%	-3%
COC(=O)Cn1c(=O)cnc2ccccc21	x	0%	2%	-2%	0%	-1%	-3%	2%	2%	6%	21%
Cc1nnc(SCC(=O)NCc2ccc(Cl)cc2)[nH]c1=O	-2.0%	-5%	-31%	0%	-7%	2%	-3%	6%	5%	0%	-5%
CC12C(=O)N(CCC(=O)O)C(=O)C1C1C=CC2C1 (centres undefined)	-2.3%	-2%	4%	4%	14%	7%	-6%	-6%	2%	-3%	2%
CC(C)(C)OC(=O)N1CCC[C@H]1c1nnc(SCc2c(Cl)cccc2Cl)o1	0.6%[0.369 µM]	2%	0%	9%	-9%	2%	-3%	-11%	-12%	-1%	-11%
COc1ccc2[nH]c(=O)c(C(c3nnnn3C(C)(C)C)N(Cc3ccco3)CC3CCCO3)cc2c1 (centres undefined)	x	2%	2%	-4%	4%	-1%	-4%	-1%	-13%	-9%	1%
CC(=O)Nc1ccc(SCC(=O)c2cc(C)n(Cc3cccs3)c2C)cc1	-0.1%[57.5 µM]	188%	-3%	-2%	-4%	-1%	-2%	4%	-1%	-3%	2%
CCOC(=O)C1C(=O)CC(C)(O)C(C(=O)OCC)C1c1cccs1 (centres undefined)	0.8%	2%	2%	-2%	3%	7%	23%	-19%	2%	1%	-7%
O=C(NCc1ccco1)c1cccc(-c2nnc(-c3ccccc3)o2)c1	1.8%	38%	-1%	-6%	u	0%	6%	u	3%	-2%	4%
CC(C)COC(=O)C1C2C=CC3(CN(C(C)c4ccc(Br)cc4)C(=O)C13)O2 (centres undefined)	-0.5%	-12%	0%	-6%	-12%	-2%	-6%	-3%	-12%	-3%	-1%
O=C(NCCN1CCN(c2ccccc2)CC1)c1cccn2c(=O)c3cc(Cl)ccc3nc12	4.2%	16µM*	2%	-2%	u	-3%	10%	-16%	-5%	0%	21%
Cc1cc(=O)oc2cc(OC(C)C(=O)O)c(Cl)cc12 (centres undefined)	0.1%[57.5 µM]	10%	-1%	-1%	0%	1%	4%	-6%	2%	8%	158%[activator]
CCOC(=O)c1[nH]c2ccc(F)cc2c1NC(=O)C1=COCCO1	-1.2%[57.5 µM]	1%	2%	-1%	u	4%	4%	-13%	-5%	-3%	-4%
Cc1ccccc1N1CCN(c2ncnc3c2cnn3Cc2ccc(Cl)cc2)CC1	5.1%	20%	0%	25%	3%	3%	4%	6%	-24%	3%	-29%
O=C1C(Cl)=C(N2CCOCC2)C(=O)N1CCc1ccccc1	0.1%	6%	-10%	16%	-4%	0%	6%	-10%	-3%	-2%	-6%
Cc1c(-c2ccco2)[n+](=O)c2c(n1[O-])CCC2	x	-4%	1%	1%	-2%	0%	0%	-3%	1%	-2%	-7%

Screening results from PubChem BioAssay.

The list is partial; rates above refer to the full screens.
